# Assay outcomes from PubChem.
# DYRK1A inh – inhibitors of rat Dyrk1A kinase. Q63470. ADP-Glo luminescence, NFATc1 peptide. inhibition, % at 12.5 µM. hit rate 0.43% among 310,000. AID 504441; in the data active = inhibition above about 50%;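 note: plate controls were vehicle with enzyme for no effect and no enzyme for full effect; many of its hits are not listed in these tables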
# KCNQ1 pot – human KCNQ1 channel potentiation or activation; B-score at 10 µM; AID 2648; hit rate 0.35% among 310,000; CHO-K1 KCNQ1, thallium flux FluxOR fluorescence; active compounds read high; P51787;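 active = fluorescence ratio B-score, a plate-corrected score, at least three library SD, with initial intensity B-score within 5 SD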
#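 Doses: Single concentration per compound, DMSO matched to controls | Test system: KCNQ1-transfected CHO-K1 cells | Timing: 90 min dye loading and 20 min compound exposure, both at room temperature | Measured by: Kinetic FluxOR thallium fluorescence, 10-s 1-Hz baseline, 110-s post-stimulus read | Medium: Assay buffer with matched DMSO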
# TRPC4 potent – TRPC4 (mouse) allosteric potentiation. Q9QUQ5. HEK293 TRPC4beta/mu-opioid, DAMGO EC20, Fluo-4 Ca2+ flux; active compounds read high. B-score at 10 µM. hit rate 0.42% among 310,000. AID 2227;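 active = B-score of calcium response area above 5 SD of library B-scores, with initial fluorescence ratio within 5 SD of library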;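 note: B-score of integrated fluorescence ratio over time as area under calcium response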
# KCNQ1 block – blocks the human KCNQ1 potassium channel | P51787 | CHO-K1 KCNQ1, FluxOR thallium flux fluorescence; active compounds read high | B-score at 10 µM | hit rate 1.3% among 310,000;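 active = compounds whose thallium flux B-score, printed positive for inhibition, exceeds three library SD while starting fluorescence stays within three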;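 note: channel opened by potassium depolarization with thallium stimulus after 20 min compound exposure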
# TRPC4 act – opens the mouse TRPC4 cation channel | HEK293 TRPC4beta/mu-opioid, Fluo4 calcium fluorescence; active compounds read high | hit rate 0.49% among 310,000 | AID 2237 | Q9QUQ5 | B-score at 10 µM;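 active = B-score above 5 SD of library B-scores, and initial fluorescence ratio not above library mean plus 5 SD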;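 note: positive B-score marks a calcium rise read as TRPC4 activation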
#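 Technique: kinetic Fluo4 calcium fluorescence; Test system: TRPC4beta and mu-opioid receptor HEK293 stable cells; Measure: B-scored integrated calcium fluorescence ratio; Benchmarks: low control buffer alone, high control maximal DAMGO; Schedule: 45 min room-temperature Fluo4 loading, 110 s read.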
# PolyA inh – yeast polyadenylation inhibition | calls only at 12 µM | AID 1875 | S. cerevisiae SKY197-pL101 polyadenylation reporter, beta-gal luminescence; efflux-impaired pdr1/pdr3 knockout yeast; score 100 = 6 SD above DMSO | hit rate 0.02% among 300,000;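 active = lowest replicate activity score at least 50, where 100 means six control SD above control mean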;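 note: yeast exposed to compound for 9 h at 30 °C; higher score means more reporter readthrough which indicates perturbed polyadenylation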
# TRPC4 block – inhibitors of mouse TRPC4 channel; AID 2247; HEK293 TRPC4beta/mu-opioid, DAMGO-evoked Fluo4 calcium flux; active compounds read low; B-score at 10 µM; hit rate 0.39% among 300,000;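 active = B-score over 3 SD under the library average, no early fluorescence shift, positive overall ratio signal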
#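 Assay system: HEK293 cells with stable TRPC4beta plus mu-opioid receptor expression; Probe or stimulus: DAMGO in two steps, submaximal then maximal; Dosing: single-point compound dosing; Measured by: Fluo4 calcium-dye fluorescence, kinetic read; Read-out basis: B score from integrated Fluo4 fluorescence ratio.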
# Platelet DG rel – platelet dense granule release activity | hit rate 0.22% among 300,000 | human platelet-rich plasma, SFLLRN dense granule ATP release, luminescence | inhibition, %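 (compounds screened at 7.5 µM in platelet-rich plasma)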;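 active = mean replicate score, as percent of positive control, at or above 50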
# KCNK3 inh – human KCNK3 channel inhibition, primary screen. O14649. CHO-KCNK3 thallium flux, FluxOR fluorescence; active compounds read low. B-score at 10 µM. hit rate 0.84% among 340,000. AID 602410;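 active = B-score under library mean minus 4 SD, starting fluorescence ratio at most library mean plus 5 SD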;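 note: more negative B-score means stronger inhibition of thallium flux through KCNK3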
# hERG protect – hERG (human) protection from proarrhythmic block | Q12809 | CHO-hERG, FluxOR thallium flux, dofetilide IC70 present | activation (rescue from dofetilide block), less the hit threshold, % at 10 µM | hit rate 0.51% among 310,000;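 active = activation above the mean of controls blocked by dofetilide plus 5 SD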;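 note: thallium influx through hERG after potassium depolarization seen as dye fluorescence rise; in these data hits start at about 4.7%; inactives centre near -7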
# Target sequence (Q12809 whole entry, looked up): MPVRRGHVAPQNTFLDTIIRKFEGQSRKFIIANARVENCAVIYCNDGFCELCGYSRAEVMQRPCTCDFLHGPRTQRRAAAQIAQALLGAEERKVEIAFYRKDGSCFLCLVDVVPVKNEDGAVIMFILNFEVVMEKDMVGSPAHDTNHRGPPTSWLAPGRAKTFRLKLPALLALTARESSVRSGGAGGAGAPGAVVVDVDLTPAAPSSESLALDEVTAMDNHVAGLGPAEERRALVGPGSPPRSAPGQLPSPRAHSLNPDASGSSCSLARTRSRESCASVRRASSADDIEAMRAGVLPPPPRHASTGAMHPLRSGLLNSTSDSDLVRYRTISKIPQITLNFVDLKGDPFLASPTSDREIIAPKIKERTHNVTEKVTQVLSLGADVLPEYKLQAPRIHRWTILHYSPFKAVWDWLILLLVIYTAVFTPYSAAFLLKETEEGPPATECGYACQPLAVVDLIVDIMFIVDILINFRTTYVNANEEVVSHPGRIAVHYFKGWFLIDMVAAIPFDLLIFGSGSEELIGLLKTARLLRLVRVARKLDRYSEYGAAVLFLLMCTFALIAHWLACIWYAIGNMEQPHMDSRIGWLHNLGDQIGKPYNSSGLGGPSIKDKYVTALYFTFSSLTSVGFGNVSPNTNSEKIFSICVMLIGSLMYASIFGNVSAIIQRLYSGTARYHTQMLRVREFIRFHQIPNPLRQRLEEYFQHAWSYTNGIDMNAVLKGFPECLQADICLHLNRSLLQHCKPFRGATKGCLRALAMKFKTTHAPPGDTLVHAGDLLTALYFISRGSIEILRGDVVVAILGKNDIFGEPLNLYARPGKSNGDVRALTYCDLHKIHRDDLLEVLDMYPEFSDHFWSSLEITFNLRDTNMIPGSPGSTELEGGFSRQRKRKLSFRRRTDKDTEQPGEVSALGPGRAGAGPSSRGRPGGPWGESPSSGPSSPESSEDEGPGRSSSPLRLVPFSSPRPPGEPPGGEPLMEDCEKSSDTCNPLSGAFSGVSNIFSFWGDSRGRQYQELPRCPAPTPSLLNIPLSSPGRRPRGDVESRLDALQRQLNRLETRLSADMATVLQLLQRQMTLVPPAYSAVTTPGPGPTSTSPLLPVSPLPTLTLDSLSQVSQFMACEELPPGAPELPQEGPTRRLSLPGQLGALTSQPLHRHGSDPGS
# KCNK9 inh – inhibitors of human KCNK9 two-pore domain potassium channel; hit rate 1.2% among 310,000; HEK293 KCNK9, FluxOR thallium flux fluorescence; active compounds read low; B-score at 10 µM; Q9NPC2;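 active = ratio B-score over 3 SD below the library mean, with starting fluorescence within 5 SD of its mean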;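 note: negative B-score means less thallium flux so channel inhibition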
# An asterisk follows results filed as active; i = inactive; . = not tested or not shown. This is a subset, so the mix of outcomes need not match the whole.
# Start of the listing, in advance (two entries):
SMILES	DYRK1A inh	KCNQ1 pot	TRPC4 potent	KCNQ1 block	TRPC4 act	PolyA inh	TRPC4 block	Platelet DG rel	KCNK3 inh	hERG protect	KCNK9 inh
Cc1ccc(C)c(NC(=S)N=Nc2c(O)n(C)c3ccc(S(=O)(=O)N4CCOCC4)cc23)c1	-1	i	i	i	i	i	i	3	i	-4	i
COCCNC(=O)C(c1ccc(F)cc1)N(C(=O)CCC(=O)Nc1ccccn1)C1CCCCC1 (configuration not stated)	-5	i	i	i	i	i	i	-10	i	-5	i

# The list itself, previewed entries included:
SMILES	DYRK1A inh	KCNQ1 pot	TRPC4 potent	KCNQ1 block	TRPC4 act	PolyA inh	TRPC4 block	Platelet DG rel	KCNK3 inh	hERG protect	KCNK9 inh
Cc1ccc(C)c(NC(=S)N=Nc2c(O)n(C)c3ccc(S(=O)(=O)N4CCOCC4)cc23)c1	-1	i	i	i	i	i	i	3	i	-4	i
COCCNC(=O)C(c1ccc(F)cc1)N(C(=O)CCC(=O)Nc1ccccn1)C1CCCCC1 (configuration not stated)	-5	i	i	i	i	i	i	-10	i	-5	i
Cc1ccc(NC(=O)Cn2cnc3sc(C(=O)NCc4ccco4)c(C)c3c2=O)cc1Cl	0	i	i	i	i	i	i	4	i	-3	i
O=C(CC1C(=O)OCN1C(=O)OCc1ccccc1)OCC(=O)c1ccccc1 (configuration not stated)	-6	i	i	i	i	i	i	1	i	-5	i
COCc1c(C(=O)N2CCN(c3ccc(C(F)(F)F)cn3)CC2)oc2ccccc12	6	i	i	i	i	i	i	-6	i	-11	i
COc1ccccc1CNC(=O)CC12CC3CC(CC(Br)(C3)C1)C2	1	i	i	i	i	i	i	-20	i	-10	i
Nc1c(C(=O)NCc2ccc3c(c2)OCO3)nnn1CC(=O)Nc1ccc(Br)cc1	1	i	i	i	i	i	i	-3	i	-10	i
CCC(=O)c1ccc(OCC(=O)OCC(=O)NCC2CCCCC2)cc1	-3	i	i	i	i	i	i	-1	i	-18	i
Cc1ccc2c(CN3CCCCC3CCO)cc(=O)oc2c1 (configuration not stated)	9	i	i	i	i	i	i	.	i	-1	i
COc1ccc(CC(=O)NCC(=O)N=Nc2c(O)[nH]c3ccccc23)cc1	.	i	i	i	i	i	i	11	i	-3	i
Cc1ccc([N+](=O)[O-])c(OCC(=O)OCC(=O)c2ccccc2)c1	2	i	i	i	i	i	i	-27	i	-6	i
NCC1CCC(C(=O)Oc2ccc(CCC(=O)O)cc2)CC1 (configuration not stated)	0	i	i	i	i	i	i	5	i	-4	i
O=C(c1cc(-c2ccncc2)nc2ccc(Cl)cc12)N1CCN(Cc2ccc3c(c2)OCO3)CC1	3	i	i	i	i	.	i	3	i	-34	i
CCC(C)(C)NC(=O)c1ccc(S(=O)(=O)N(C)c2ccccc2OC)cc1	1	i	i	i	i	i	i	10	i	-11	i
Nc1c(C(=O)NCCN2CCOCC2)c2nc3ccccc3nc2n1CCc1ccccc1	8	i	i	i	i	i	i	-2	i	-9	i
CC(C)c1nc2oc3c(=O)[nH]cnc3c2c2c1CCC2	-13	i	i	i	i	i	i	-2	i	-7	i
CCOC(=O)c1cnc2ccc(C)cc2c1NCCO	36	i	i	i	i	.	i	4	i	-10	i
CCC(=O)N1N=C(c2ccc(NS(=O)(=O)CC)cc2)CC1c1ccc(C)cc1 (configuration not stated)	-2	i	i	i	i	i	i	3	i	-9	i
CC1(C(=O)NCCCNc2ncc(C(F)(F)F)cc2Cl)C=CC2(CCCCC2)N1C(=O)c1ccccc1 (configuration not stated)	.	i	i	i	i	i	i	-2	.	-8	i
Cc1ccc(N(CC(=O)NC2CCCC2)C(=O)CNC(=O)c2cccs2)cc1F	4	i	i	i	i	i	-7*	-19	i	-2	i
CCC(=O)N1CC23C=CC(CC2CC12CCCCC2)O3 (configuration not stated)	0	i	i	i	i	i	i	0	i	-7	i
O=C(CN(c1ccccc1)S(=O)(=O)c1ccccc1)NCCSc1ccccn1	3	i	i	i	i	i	i	-4	i	-3	i
Nc1nc(-c2ccccc2)nn1C(=O)c1ccco1	-8	i	i	i	i	i	i	-12	i	-10	i
COc1ccc(Cl)cc1NC(=O)CCN1CCN(C)CC1	-3	i	i	i	i	i	i	7	i	-7	i
FC(F)(F)c1cccc(-c2ccc(/C=N/Nc3nncc(-c4ccccc4)n3)o2)c1	0	i	i	i	i	i	i	-6	i	-6	i
COc1ccc(NC(=O)CCCNC(=O)Cn2cnc3sc4c(c3c2=O)CCCC4)cc1OC	2	i	i	i	i	i	i	0	i	-3	i
Cc1cc(C)cc(NS(=O)(=O)Cc2ccccc2)c1	6	i	i	i	i	i	i	0	i	-4	i
Cc1cccc(C(=O)NNC(=O)c2cccc(C)c2)c1	0	i	i	i	i	.	i	0	i	-8	i
CCOC(=O)C1CCN(C(=O)COc2ccc3c(c2)OCO3)CC1	16	i	i	i	i	i	i	0	i	-5	i
CCN1CCN(Cc2ccc(NC(=O)c3cc(NC(=O)c4cc5cccc(OC)c5o4)cc(OC)c3)cc2C(F)(F)F)CC1	1	i	i	i	i	i	i	0	i	-33	i
Cn1c(SCc2nnc(-c3ccccc3Br)o2)nc2sc3c(c2c1=O)CCC3	-3	i	i	i	i	i	i	-3	i	-10	i
CCOc1ccc(S(=O)(=O)NCCC(=O)N2CC(C)OC(C)C2)cc1 (configuration not stated)	-11	i	i	i	i	i	i	-1	i	-8	i
CCC1CCCCN1CCCNC(=O)c1ccc2nc(N3CCCCC3)sc2c1 (configuration not stated)	6	i	i	i	i	.	i	0	i	-2	i
COc1ccc2nc(C)cc(Nc3ccc(C)cc3)c2c1	5	i	i	i	i	i	-7*	-4	i	1	i
O=c1cc(-c2ccccc2)[nH]n1-c1ccc([N+](=O)[O-])cc1	4	i	i	i	i	i	i	-1	i	-15	i
COc1ccc(CN=Cc2c(C(=O)O)[nH]c3ccccc23)cc1	1	i	i	i	i	i	i	18	i	3	i
CC1(C(=O)CSc2nc3ccccc3[nH]2)CCC(=O)O1 (configuration not stated)	10	i	i	i	i	i	i	-1	i	-7	i
Cn1cnnc1SCC(=O)c1ccc2c(c1)CCCC2	.	i	i	i	i	i	i	9	i	0	i
O=C(N/N=C(\c1ccccc1)c1cccnc1)c1ccc(O)cc1	-1	i	i	i	i	i	i	-13	i	-9	i
N#CC(c1cccc(Cl)c1)c1ncc(C(F)(F)F)cc1Cl (configuration not stated)	2	i	i	i	i	i	i	-12	i	-15	i
CCOc1ccc(N2CC(C(=O)NC3CCSC3=O)CC2=O)cc1 (configuration not stated)	12	i	i	i	i	i	i	3	i	-6	i
CC(C)CNC(=O)C(=O)Nc1ccc(N(C)C)cc1	-4	i	i	i	i	i	i	-7	i	-8	i
O=C(O)CCc1ccc(-c2cccs2)n1NC(=O)c1ccc(O)cc1	-3	i	i	i	i	i	i	-1	i	-11	i
O=C(Cc1cc(=O)[nH][nH]1)N/N=C/c1ccccc1Cl	.	i	i	i	i	i	i	0	.	-7	i
O=C(CNS(=O)(=O)c1ccc2ccccc2c1)NCCc1ccccn1	2	i	i	i	137*	i	i	36	i	2	i
c1ccc(CNc2ncnc3nc[nH]c23)cc1	4	i	i	i	i	i	i	2	i	-2	i
CN(Cc1cccs1)C(=O)COc1ccc(-c2nnco2)cc1	2	i	i	i	i	i	i	-2	i	3	i
O=C(CN1CCN(Cc2ccccc2Cl)C1=O)NCCCN1CCOCC1	-4	i	i	i	i	i	i	-2	i	-3	i
O=C(NCc1ccco1)c1ccc2c(=O)n(-c3ccccc3)c(=O)n(Cc3cccc(F)c3)c2c1	5	i	i	i	i	i	i	1	i	-4	i
CCCn1c(N)c(C(=O)COC(=O)CCS(=O)(=O)c2ccc(C)cc2)c(=O)[nH]c1=O	-5	i	i	i	i	i	i	9	i	-7	i
COC(=O)Cc1c(C)nc2nc(NCc3ccc(Cl)cc3)[nH]n2c1=O	-2	i	i	i	i	i	i	-1	i	-11	i
CN1CCN(CC(=O)Nc2ccc(Oc3ccccc3)cc2)CC1	-2	i	i	i	i	i	i	-2	i	-15	i
CC(=O)OCC1=C(C(=O)O)N2C(=O)C(NC(=O)c3ccc(F)cc3)C2SC1 (configuration not stated)	-3	i	i	i	i	i	i	-10	i	-4	i
COc1ccc(S(=O)(=O)NN(C)c2nc(C(F)(F)F)nc3ccccc23)cc1	-1	i	i	i	i	i	i	5	i	-10	i
O=C1N[C@@H](Cc2cnc[nH]2)C(=O)N2CCC[C@@H]12	8	i	i	i	i	i	i	0	i	-5	i
CCc1ccccc1NC(=O)CN1C(=O)c2ccccc2S1(=O)=O	-10	i	i	i	i	i	i	-4	i	-4	i

# New compounds follow:
SMILES	DYRK1A inh	KCNQ1 pot	TRPC4 potent	KCNQ1 block	TRPC4 act	PolyA inh	TRPC4 block	Platelet DG rel	KCNK3 inh	hERG protect	KCNK9 inh
CN(CCCNC(=O)c1cccn2c(=O)c3ccccc3nc12)Cc1ccccc1	0	i	i	i	i	i	i	4	i	-9	i
Cc1nnc(NC(=O)CSc2nnc(C)n2-c2ccc(F)cc2)s1	-41	i	i	i	i	i	i	2	i	-6	i
O=C(O)c1ccc(C(=O)c2ccc3c(c2)C(=O)N(CCO)C3=O)cc1	-4	i	i	i	i	i	i	6	i	-13	i
CCOc1ccc(-c2nnc3ccc(SC(C)C)nn23)cc1	9	i	i	i	i	i	i	-7	i	-7	i
CCCN1C(=O)CC(Sc2ncccc2C(=O)O)C1=O (configuration not stated)	29	i	i	i	i	i	i	-4	i	-8	i
COc1ccc(CNc2nc(=S)[nH]c3cc(OC)c(OC)cc23)cc1	0	i	i	i	i	i	i	-4	i	-4	i
COc1ccccc1N1CCN(C(=O)Cn2nc3n(C)c4ccccc4n3c(=O)c2=O)CC1	.	i	i	i	i	i	i	2	.	-5	i
CNCC(=O)Nc1c(C)n[nH]c1C	-6	i	i	i	i	i	i	-2	i	-8	i
O=C(O)c1ccccc1Nc1ccc([N+](=O)[O-])c2nonc12	4	i	i	i	i	i	i	4	i	-9	i
COc1ccc(CCn2nnnc2C(CC(C)C)N2CCC(C(N)=O)CC2)cc1OC (configuration not stated)	-5	i	i	i	i	i	i	.	i	-7	i
Cc1nnc(SCc2nc3sc(C(=O)O)c(C)c3c(=O)[nH]2)s1	-9	i	i	i	i	i	i	-2	i	-7	i
